SARS 3CLpro inh – SARS-CoV 3CLpro protease inhibition. 290,000 tested, 0.14% active. P0C6X7. inhibition, % at 6 µM. AID 1706. recombinant SARS-CoV 3CLpro, quenched FRET peptide cleavage; in the data active = inhibition above about 12%
BoNT-A LC inh2 – BoNT A light chain protease inhibition; multiplex microsphere protease substrate cleavage, flow cytometry; inhibition, % at 10 µM; AID 588499; 360,000 tested, 0.17% active; also: plate controls were buffer without enzyme for full effect and enzyme alone for no effect
Anthrax LF prot – blocks Bacillus anthracis lethal factor protease; P15917; multiplex microsphere protease cleavage assay, LF; inhibition, % at 10 µM; 360,000 tested, 0.12% active; AID 588501; also: plate controls were buffer without enzyme for full effect and enzyme alone for no effect
Target sequence (P15917 whole entry, looked up): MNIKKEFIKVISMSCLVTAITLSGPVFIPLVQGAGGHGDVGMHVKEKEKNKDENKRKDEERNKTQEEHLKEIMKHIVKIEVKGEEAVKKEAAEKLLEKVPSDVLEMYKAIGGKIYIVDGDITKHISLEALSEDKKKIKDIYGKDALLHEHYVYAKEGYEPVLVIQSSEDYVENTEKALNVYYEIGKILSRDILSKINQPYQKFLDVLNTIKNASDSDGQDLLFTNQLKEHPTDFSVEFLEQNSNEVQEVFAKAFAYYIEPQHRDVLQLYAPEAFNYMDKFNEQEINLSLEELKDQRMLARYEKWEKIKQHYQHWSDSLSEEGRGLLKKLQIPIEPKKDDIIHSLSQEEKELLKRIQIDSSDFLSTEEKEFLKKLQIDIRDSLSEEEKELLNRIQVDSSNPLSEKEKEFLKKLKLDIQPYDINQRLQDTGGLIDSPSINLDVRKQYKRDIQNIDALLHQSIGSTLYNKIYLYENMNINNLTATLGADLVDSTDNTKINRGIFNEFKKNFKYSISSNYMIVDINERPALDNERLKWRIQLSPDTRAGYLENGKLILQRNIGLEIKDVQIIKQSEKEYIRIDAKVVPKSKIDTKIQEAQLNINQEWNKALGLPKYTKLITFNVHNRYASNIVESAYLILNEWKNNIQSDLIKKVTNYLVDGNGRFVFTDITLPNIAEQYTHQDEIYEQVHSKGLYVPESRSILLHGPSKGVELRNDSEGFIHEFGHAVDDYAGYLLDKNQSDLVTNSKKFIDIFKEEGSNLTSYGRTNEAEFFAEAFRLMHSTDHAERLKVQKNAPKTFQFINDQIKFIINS
DUSP3 inh – inhibitors of human VHR1 phosphatase (DUSP3); P51452; recombinant VHR phosphatase, pNPP absorbance; inhibition, % at 13.3 µM; 290,000 tested, 0.52% active; in the data active = inhibition above about 50%; also: some compounds called inactive have numbers as strong as hits
Target sequence (P51452 whole entry, looked up): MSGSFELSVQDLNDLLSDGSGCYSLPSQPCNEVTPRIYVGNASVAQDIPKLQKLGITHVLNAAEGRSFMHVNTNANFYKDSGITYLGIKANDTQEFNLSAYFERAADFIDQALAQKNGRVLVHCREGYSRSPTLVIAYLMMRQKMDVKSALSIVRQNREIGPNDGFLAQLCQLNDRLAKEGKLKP
Yp Topo-I inh – inhibitors of Yersinia pestis topoisomerase I | Y. pestis Topo-I cleavage product accumulation, plate reader | activity, % at 10 µM | 360,000 tested, 0.064% active; in the data active = activity above about 50%, passing the limit was not always enough; also: inactives centre near 2
BH1578 lux ind – inducers of Vibrio cholerae quorum light production without autoinducers; V. cholerae BH1578 lux reporter, luminescence, 6 h; activation, % at 18.7 µM; 350,000 tested, 0.16% active; AID 588436; in the data active = activation mostly above about 9.7%, no sharp cut-off; also: not every result past the cut was called active; inactives centre near 0; reference of the scale not given here
PfHsp40 yeast – compounds rescuing yeast from Plasmodium falciparum HSP40 toxicity. S. cerevisiae expressing PfHsp40, growth rescue, ATP luminescence. growth rescue, % at 12.5 µM. 340,000 tested, 0.68% active; in the data active = growth rescue above about 28%, passing the limit was not always enough;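 also: yeast W303a lacking pdr1 and pdr3 grown in galactose medium; growth measured after three days at 30 °C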
CCHF vOTU inh – blocks the CCHF virus ovarian tumor domain protease. CCHFV vOTU protease, Pep-AMC fluorescence. inhibition, % at 11.5 µM. 370,000 tested, 0.55% active. AID 651958; in the data active = inhibition above about 30%; also: 0% = vehicle wells with enzyme and 100% = no enzyme wells
TcdB inh – inhibitors of Clostridioides difficile toxin B glycohydrolase; P18177; TcdB glycohydrolase enzymatic assay, plate reader; inhibition, % at 9.99 µM; 350,000 tested, 0.24% active; in the data active = inhibition above about 10%
PriA SSB inh – K. pneumoniae PriA-SSBct interaction inhibition; AlphaScreen SSBct-PriA binding, biotinylated peptide; AID 1272365; 430,000 tested, 0.6% active; inhibition, % at 33 µM; in the data active = inhibition mostly above about 37%, no sharp cut-off; inactive = mostly below about 20%;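 also: plate controls were negative control peptide for no effect and reference peptide for full effect; strong numbers were not always called active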
Starred values were filed as active, the others as inactive; i = inactive; · = no result given. Rule as the data show it, unless noted: active = inhibition above about 30%; inconclusive = no clear call, values can overlap the other calls; inactive = below that.

1. COc1ccc(COCC(O)CN2CCN(S(=O)(=O)c3c(F)cccc3F)CC2)cc1OC (stereo unspecified)
2. Cc1ccc(S(=O)(=O)Nc2nc3ccccc3nc2N2CCc3ccccc3C2)cc1
3. Cc1noc(C)c1COc1ccc(C(=O)NCCOc2ccccc2)cc1
4. Cc1ccc(S(=O)(=O)N(CC(=O)NCCC2=CCCCC2)Cc2ccccc2)cc1
5. Cc1cc(NC(=O)CN2C(=O)NC(C)(c3ccc(Cl)cc3Cl)C2=O)no1 (stereo unspecified)
6. CCN1CCN(C(=O)c2ccc(N3CC4CC(C3)c3cccc(=O)n3C4)c(NC(=O)c3cc(OC)cc(OC)c3)c2)CC1 (stereo unspecified)
7. Cc1ccc(S(=O)(=O)NC(=O)COc2ccc(Cl)cc2Cl)cc1
8. CCOc1ccccc1NC(=O)COC(=O)C12CC3CC(CC(O)(C3)C1)C2
9. Cc1ccc(NC(=O)CN2C(=O)S/C(=C\c3cc(Cl)c(OCC(=O)O)c(Cl)c3)C2=O)cc1
10. CCOC(=O)C1=C(C)N=c2sc(=Cc3ccc(OCC(=O)O)cc3)c(=O)n2C1c1ccc(Cl)cc1 (stereo unspecified)
assay / entry	1	2	3	4	5	6	7	8	9	10
SARS 3CLpro inh	·	-2	·	0	·	-5	7	·	5	·
BoNT-A LC inh2	0.0	1.2	-2.5	0.1	0.2	0.1	-0.7	3.3	0.7	0.2
Anthrax LF prot	-11	-1	-4	-9	-4	2	-3	3	-5	2
DUSP3 inh	·	10	·	17	·	3	14	·	47	·
Yp Topo-I inh	13	4	22	8	8	-7	5	9	-2	8
BH1578 lux ind	-0.5	-0.3	i	0.8	1.0	i	-0.2	-1.7	0.7	-0.4
PfHsp40 yeast	-0.4	0.5	0.2	0.1	-0.3	-1.3	1.9	1.0	1.0	·
CCHF vOTU inh	-5	7	10	8	3	13	-7	5	4	14
TcdB inh	0.0	·	0.7	·	1.0	0.4	1.4	1.2	0.7	0.5
PriA SSB inh	-1	-16	-22	-15	-5	7	-3	1	-16	10

11. N#CCC(=O)c1ccccc1Oc1ccc(Cl)cc1
12. CCOC(=O)c1c(C)[nH]c(C)c1C(=O)COC(=O)CCc1ccccc1
13. O=C1O/C(=C\c2ccccc2)c2ccccc21
14. O=C1NC(CCc2ccccc2)C(=O)N1CCOc1cccc(Br)c1 (stereo unspecified)
15. O=C(Nc1ccccc1N1CCN(C(=O)c2ccc(Cl)cc2)CC1)c1ccc2c(c1)OCO2
16. Cc1ccc(C2=NN(C(=O)CN3CCN(C4CCS(=O)(=O)C4)CC3)C(c3ccco3)C2)cc1 (stereo unspecified)
17. CC(C)COC(=O)c1ccccc1OC(=O)c1ccncc1
18. Cc1nc(NC(=O)C2CC2)sc1C
19. COc1ccc(Cc2nnnn2CC(=O)O)cc1
20. COc1ccc(-c2n[nH]c(=S)n2-c2ccccc2C)cc1
assay / entry	11	12	13	14	15	16	17	18	19	20
SARS 3CLpro inh	11	·	2	3	0	·	-3	1	4	4
BoNT-A LC inh2	0.4	-0.6	-0.3	0.5	1.5	2.0	-0.9	1.4	-0.1	4.1
Anthrax LF prot	0	-7	1	1	11	2	0	-1	-4	-12
DUSP3 inh	17	·	12	-5	-11	·	9	-2	1	-16
Yp Topo-I inh	-4	11	13	-11	11	5	3	0	-9	1
BH1578 lux ind	·	i	i	-0.9	·	i	-0.4	-0.5	-0.7	0.0
PfHsp40 yeast	1.1	-0.2	3.5	-0.3	4.3	-1.5	0.8	-2.3	0.1	0.1
CCHF vOTU inh	9	-1	-16	12	2	18	8	5	-6	14
TcdB inh	0.3	2.0	0.4	1.5	·	0.2	-8.7	0.8	·	1.6
PriA SSB inh	-3	2	-109	-11	7	5	-11	2	-5	-8

21. CSc1ccc(CN(C)C(C)C(=O)NCc2ccccc2)cc1 (stereo unspecified)
22. O=C(CCc1ccccc1)NCc1ccncc1
23. Cc1ccc(C(=O)CCC(=O)N2CCN(c3ccc(F)cc3)CC2)cc1
24. NC(=O)Nc1cc(Cl)ccc1Cl
25. O=C(NCc1cccc(CNC(=O)C(=O)NCC2CCCO2)c1)C(=O)NCC1CCCO1 (stereo unspecified)
26. COc1cc2c(cc1OC)C(C(N)=O)NCC2 (stereo unspecified)
27. CCN(CC)S(=O)(=O)c1cccc(-c2csc(C)n2)c1
28. O=C(O)c1ccc(N2C(=O)c3ccc(C(=O)c4cccc([N+](=O)[O-])c4)cc3C2=O)cc1
29. O=Cc1cc(Br)c(OC(=O)N2CCOCC2)c(Br)c1
30. O=C(Oc1ccc(Br)cc1)c1cccc(S(=O)(=O)N2CCOCC2)c1
assay / entry	21	22	23	24	25	26	27	28	29	30
SARS 3CLpro inh	3	0	3	0	0	·	0	2	3	-4
BoNT-A LC inh2	-0.4	-3.3	0.3	-0.6	-0.8	-0.1	-0.3	0.5	1.1	0.9
Anthrax LF prot	-1	3	-2	-12	-4	-2	5	1	-10	-4
DUSP3 inh	8	13	25	0	25	·	31	10	0	14
Yp Topo-I inh	34	-4	17	-4	1	-2	5	-6	-2	25
BH1578 lux ind	1.3	i	-0.4	-0.9	227*	·	-0.8	-0.1	-7.7	i
PfHsp40 yeast	3.4	-1.2	2.2	-0.6	-1.7	-1.6	-0.4	-0.8	-0.5	1.3
CCHF vOTU inh	-8	2	3	-5	-10	-23	17	-10	2	3
TcdB inh	1.9	0.5	1.2	1.1	1.8	0.3	1.5	-1.4	-1.1	-0.1
PriA SSB inh	-13	-6	-9	-3	-14	-22	-18	-3	1	-11

Ordered by heavy-atom count (largest number first): ten of the compounds above.
6. CCN1CCN(C(=O)c2ccc(N3CC4CC(C3)c3cccc(=O)n3C4)c(NC(=O)c3cc(OC)cc(OC)c3)c2)CC1 (stereo unspecified)
10. CCOC(=O)C1=C(C)N=c2sc(=Cc3ccc(OCC(=O)O)cc3)c(=O)n2C1c1ccc(Cl)cc1 (stereo unspecified)
16. Cc1ccc(C2=NN(C(=O)CN3CCN(C4CCS(=O)(=O)C4)CC3)C(c3ccco3)C2)cc1 (stereo unspecified)
28. O=C(O)c1ccc(N2C(=O)c3ccc(C(=O)c4cccc([N+](=O)[O-])c4)cc3C2=O)cc1
8. CCOc1ccccc1NC(=O)COC(=O)C12CC3CC(CC(O)(C3)C1)C2
5. Cc1cc(NC(=O)CN2C(=O)NC(C)(c3ccc(Cl)cc3Cl)C2=O)no1 (stereo unspecified)
21. CSc1ccc(CN(C)C(C)C(=O)NCc2ccccc2)cc1 (stereo unspecified)
22. O=C(CCc1ccccc1)NCc1ccncc1
13. O=C1O/C(=C\c2ccccc2)c2ccccc21
18. Cc1nc(NC(=O)C2CC2)sc1C
assay / entry	6	10	16	28	8	5	21	22	13	18
SARS 3CLpro inh	-5	·	·	2	·	·	3	0	2	1
BoNT-A LC inh2	0.1	0.2	2.0	0.5	3.3	0.2	-0.4	-3.3	-0.3	1.4
Anthrax LF prot	2	2	2	1	3	-4	-1	3	1	-1
DUSP3 inh	3	·	·	10	·	·	8	13	12	-2
Yp Topo-I inh	-7	8	5	-6	9	8	34	-4	13	0
BH1578 lux ind	i	-0.4	i	-0.1	-1.7	1.0	1.3	i	i	-0.5
PfHsp40 yeast	-1.3	·	-1.5	-0.8	1.0	-0.3	3.4	-1.2	3.5	-2.3
CCHF vOTU inh	13	14	18	-10	5	3	-8	2	-16	5
TcdB inh	0.4	0.5	0.2	-1.4	1.2	1.0	1.9	0.5	0.4	0.8
PriA SSB inh	7	10	5	-3	1	-5	-13	-6	-109	2

Later entries:
31. O=C1c2ccccc2C(=O)C1c1ccccc1F
32. CCOC(=O)[C@H]1[C@H]2COc3ccc(OC)cc3[C@@H]2N2C(=O)c3ccccc3NC(=O)[C@@]12C
33. C/C(CCC(C)C)=N\NS(=O)(=O)c1ccc(C)c([N+](=O)[O-])c1
34. c1ccc(N2N=C(c3cccs3)CC2c2ccco2)cc1 (stereo unspecified)
35. COc1ccc(OC2C(=O)N(c3ccc(C)c(C)c3)C2c2ccc(OC)c(OC)c2)cc1 (stereo unspecified)
36. O=C(c1cc(F)c(F)cc1Cl)N1CCOCC1
37. Cc1nc2ccccc2c2oc(C(=O)N3CCC(C)CC3)cc12
38. CNC(=O)NC(=O)CSc1cccc(C(F)(F)F)c1
39. O=C(Cn1c(=O)oc2ccc(Cl)cc21)Nc1ccon1
40. CC(N)Cc1c[nH]c2ccc(OCc3cccs3)cc12 (stereo unspecified)
assay / entry	31	32	33	34	35	36	37	38	39	40
SARS 3CLpro inh	3	·	-1	4	9	3	-4	6	0	·
BoNT-A LC inh2	-0.2	1.0	-0.3	1.2	-0.4	0.0	-0.2	-0.7	0.0	0.0
Anthrax LF prot	13	1	-4	-1	-2	-2	-3	-1	1	0
DUSP3 inh	27	·	8	17	12	-18	13	-17	1	·
Yp Topo-I inh	-1	3	8	-5	32	-2	25	8	-8	-7
BH1578 lux ind	-0.5	i	-0.4	i	0.8	i	-2.1	-0.5	-0.1	-0.5
PfHsp40 yeast	-0.5	-1.1	1.7	3.1	0.6	0.1	0.6	0.4	0.3	-1.1
CCHF vOTU inh	-5	4	-4	-18	9	5	5	0	-6	15
TcdB inh	2.0	1.5	0.0	·	0.8	·	0.7	1.1	0.2	0.9
PriA SSB inh	15	-11	·	-210	2	-5	-3	-8	7	6

41. Cc1ccc(-c2cc(C(F)(F)F)n3ncc(C(=O)N4CCN(C)CC4)c3n2)cc1
42. CCCCCCCCCC(=O)N1c2ccccc2NC(=O)C1CC(=O)Nc1ccc(C(=O)O)cc1 (stereo unspecified)
43. O=C1NC(c2ccco2)Nc2ccccc21 (stereo unspecified)
44. CC(C)OC(=O)Nc1ccc(N=C(N)N[N+](=O)[O-])cc1
45. OC(c1ccccc1)c1nc(-c2cccc(F)c2)cs1 (stereo unspecified)
46. COCCN(CC(=O)Nc1cccc(C)c1C)C(=O)Cn1cnc2ccccc2c1=O
47. Cn1c(=O)c2cc(NC(=O)Nc3ccccc3)ccc2n1Cc1ccccc1
48. COc1ccccc1-c1csc(NC(=O)c2ccc(N3C(=O)CCC3=O)cc2)n1
49. CC1NC(=O)N(C)[C@@H]2NC(=O)N(C)C(c3ccc([N+](=O)[O-])cc3)[C@@H]12 (stereo partly specified)
50. O=C(Nc1ccccc1C(=O)N1CCOCC1)c1ccc(Cl)cc1
51. Cc1noc(NS(=O)(=O)c2ccc(N/C=C/C(=O)c3cccnc3)cc2)c1C
52. CCOC(=O)c1c(NC(=O)CSc2nc(C)cc(C)c2C#N)sc(C(C)=O)c1C
assay / entry	41	42	43	44	45	46	47	48	49	50	51	52
SARS 3CLpro inh	-1	-1	-6	-7	·	·	·	2	3	0	0	-9
BoNT-A LC inh2	-0.4	0.6	0.0	0.5	0.4	-0.4	0.4	-0.1	-0.8	0.8	-0.3	0.0
Anthrax LF prot	0	0	0	-1	-2	2	-4	0	-3	2	-1	-8
DUSP3 inh	-10	5	-15	24	·	·	·	18	12	15	12	8
Yp Topo-I inh	-9	37	-6	-4	-1	-7	6	11	3	-3	-3	1
BH1578 lux ind	0.3	-0.4	i	-0.1	0.9	-0.3	-3.3	-0.2	-0.2	-0.2	1.7	i
PfHsp40 yeast	0.7	-2.0	1.3	0.5	·	-1.3	·	1.0	1.0	0.6	-0.2	-0.3
CCHF vOTU inh	11	17	-54	10	16	-4	-113	10	2	-13	4	-4
TcdB inh	·	1.0	·	0.9	0.0	0.2	1.2	0.3	-1.4	0.3	·	·
PriA SSB inh	-10	-4	-5	0	·	-17	·	-12	1	-3	0	-6

An excerpt; the hit share may differ from the screen's.
